# TDP43 rescue: TDP-43 toxicity inhibition in yeast; actives 1.8% (n = 410,000); TDP-43 expressing yeast growth rescue, BacTiter-Glo, 24 h; Potency, µM (doses to about 46.1 µM), inactives show at the highest dose growth rescue (activation), hits mostly activators; also: potency is read from the fitted curve at half-maximal effect; % of control where 0% means no effect; nearly all actives have a fitted effect of over 50% in size
#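 Yeast expressing TDP-43 (pregrown in raffinose, seeded at OD600=0.02 in galactose medium) exposed to compounds 24 hr at 30 deg C. Growth read by BacTiter-Glo luminescence; rescue of toxicity appears as increased signal.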
# DRD3 antagonist: D3 dopamine receptor (human) antagonism; max response, negative = inhibition, %; D3R cells, DiscoveRx beta-arrestin luminescence, antagonist mode; active compounds read low; AID 652054; P35462; actives 2.5% (n = 360,000); in the data active = max response below about -50%; inconclusive = no clear call, values can overlap the other calls; also: % is scaled to controls: 0 for no effect and ±100 for the full control effect; mostly tested at two doses, the higher about 12 µM
# Target sequence (P35462 whole entry, looked up): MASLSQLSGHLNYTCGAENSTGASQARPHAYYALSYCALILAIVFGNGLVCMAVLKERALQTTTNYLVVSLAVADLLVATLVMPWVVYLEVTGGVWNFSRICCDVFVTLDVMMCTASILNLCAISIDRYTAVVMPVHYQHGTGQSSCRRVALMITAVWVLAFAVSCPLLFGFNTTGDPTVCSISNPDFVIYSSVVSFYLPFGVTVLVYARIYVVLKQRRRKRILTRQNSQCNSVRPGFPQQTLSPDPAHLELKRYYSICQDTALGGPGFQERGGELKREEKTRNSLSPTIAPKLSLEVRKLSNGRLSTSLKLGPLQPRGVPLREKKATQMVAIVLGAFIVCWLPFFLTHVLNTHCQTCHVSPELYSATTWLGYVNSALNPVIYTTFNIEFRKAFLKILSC
#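 Cells plated overnight at 1500 cells/well, then exposed to library compounds with dopamine controls for 90 minutes at 37 degrees C. DiscoveRx reagent added for 30–60 minutes at room temperature; luminescence read, quantitative HTS format.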
# PTHR1 ag: PTHR1 (human) receptor agonism; HEK293 GP2 PTHR1 cells, GloSensor cAMP luminescence, 1 h; Potency, µM (titrated, usually from 115 µM), for the others: at the highest dose activation, usual class: activators; actives 0.075% (n = 410,000); also: potency is read from the fitted curve at half-maximal effect; nearly all actives have a fitted effect of over 55% in size; some results filed as inactive show a strong effect at the top dose; inactives centre near -15; many of its hits are not listed in these tables
#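 HEK-293-derived GP2 cells expressing PTHR1 and a GloSensor cAMP reporter, 3,000/well, plated overnight, given luciferin plus IBMX (each 0.5 mM as added) for 1 h at 37 °C, then compound for 1 h at 37 °C. Luminescence was read after 15 min at room temperature.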
# GLP-1R agonist: agonists of human GLP-1 receptor | actives 0.007% (n = 380,000) | HEK293 GLP-1R CRE-luciferase, luminescence, 4-6 h; cells express a hypersensitive GLP-1R form | Potency, µM (series often up to 45.6 µM), for inactives: at the top dose activation, most hits filed as activators | P43220; also: potency is read from the fitted curve at half-maximal effect; % of control where 0% means no effect
# Target sequence (P43220 whole entry, looked up): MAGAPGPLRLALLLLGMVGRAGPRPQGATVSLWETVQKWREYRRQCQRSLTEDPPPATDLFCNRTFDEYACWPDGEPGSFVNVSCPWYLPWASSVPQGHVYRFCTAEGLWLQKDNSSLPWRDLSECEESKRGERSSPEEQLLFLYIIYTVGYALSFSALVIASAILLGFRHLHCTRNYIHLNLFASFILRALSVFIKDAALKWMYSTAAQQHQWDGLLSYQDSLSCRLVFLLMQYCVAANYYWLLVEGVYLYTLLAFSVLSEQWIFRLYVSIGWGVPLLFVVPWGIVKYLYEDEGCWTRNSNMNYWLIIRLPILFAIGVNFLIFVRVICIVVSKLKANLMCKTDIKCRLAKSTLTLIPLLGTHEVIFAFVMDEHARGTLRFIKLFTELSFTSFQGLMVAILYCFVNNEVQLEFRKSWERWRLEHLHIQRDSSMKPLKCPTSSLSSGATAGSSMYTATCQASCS
# DRD3 agonist: D3 dopamine receptor (human) agonism; P35462; D3R DiscoveRx beta-arrestin cells, luminescence, 90 min; AID 652048; actives 0.58% (n = 410,000); max activation, %; in the data active = max activation above about 30%; also: 0% is about no effect; mostly tested at two doses, the higher about 12 µM
#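 Cells at 1500/well, incubated overnight, then treated with pinned compounds (dopamine as control) for 90 min at 37 degrees C. DiscoveRx reagent added for 30 - 60 minutes at room temperature; luminescence read.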
# GLP1R cytotox: cytotoxicity in counter-screen for GLP-1R inverse agonists; HEK293 cAMP-luciferase reporter cells, luminescence, 24 h; Potency, µM (top dose mostly 38.3 µM), for inactives: at the highest dose activity change, negative = inhibition, actives largely listed as inhibitors; actives 0.13% (n = 410,000); AID 624418;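 also: loss of luciferase light is scored as toxicity; potency is read from the fitted curve at half-maximal effect; % is scaled to controls: 0 for no effect and ±100 for the full control effect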
#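 Quantitative HTS format, 1536 wells, 200 cells/uL seeded. Compounds: 23 nL, 24 h, 37 °C. Detection: luciferase reagent, luminescence at 12 min RT; decreased signal taken as cytotoxic.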
# GLP1R inv ag: inverse agonists of human GLP-1 receptor; P43220; HEK293 GLP-1R CRE-luciferase, luminescence, 24 h; GLP-1R form is constitutively active; Potency, µM (titrated, usually from 38.3 µM), for inactives: top-dose activity change, negative = inhibition, most hits filed as inhibitors; actives 1.6% (n = 410,000); also: potency is read from the fitted curve at half-maximal effect; % is scaled to controls: 0 for no effect and ±100 for the full control effect; nearly all actives have a fitted effect of over 55% in size
#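 Assay principle: reduced luminescence from a cAMP-responsive reporter in HEK293 cells co-expressing a constitutively active GLP-1R. Conditions: 24 hr compound incubation, 37 deg C, 5% CO2.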
# aSyn yeast inh: alpha-synuclein toxicity inhibition in yeast; Yeast expressing alpha-synuclein, growth rescue, BacTiter-Glo, 24 h; Potency, µM (doses to about 46.1 µM), for the others: at the highest dose growth rescue (activation), hits mostly activators; actives 0.14% (n = 370,000); also: potency is read from the fitted curve at half-maximal effect; % of control where 0% means no effect; nearly all actives have a fitted effect of over 65% in size
#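 Galactose-induced alpha-syn yeast (OD600=0.02, raffinose-pregrown) + pinned cpd, 24 hr, 30 deg C; growth by BacTiter-Glo luminescence. Growth restoration scores as activation.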
# KB-V1 cytotox: KB-V1 MDR subline cytotoxicity | actives 3.4% (n = 400,000) | AID 1347076 | KB-V1 MDR cells viability, CellTiter-Glo, 72 h | Potency, µM (doses to about 46.1 µM), for the others: at the highest dose activity change, negative = cytotoxicity, usual class: cytotoxic; also: potency is read from the fitted curve at half-maximal effect; % is scaled to controls: 0 for no effect and ±100 for the full control effect; nearly all actives have a fitted effect of over 60% in size
#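 In this primary screen, KB-V1 cells overexpressing P-gp are incubated with library compounds (lowest to highest concentration) for 72 h at 37 degrees C before a luminescent ATP viability read.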
# An asterisk follows results filed as active; i = inactive; ? = inconclusive; . = not tested or not shown; [ ] = dose if it differs, or a comment. Unless noted, calls follow the shape of the dose curve; as a rule, active = well fitted curve in the direction sought with a large enough effect; inconclusive = small, poorly fitted or top-dose-only effect, or another doubt; inactive = no such curve, though single readings can be large; an effect the other way counts as inactive or inconclusive.
Compound	KB-V1 cytotox	DRD3 antagonist	aSyn yeast inh	PTHR1 ag	GLP1R inv ag	DRD3 agonist	GLP-1R agonist	TDP43 rescue	GLP1R cytotox
CN(C)c1nc(Oc2ccc(=O)n(-c3ccccc3)n2)nc(N2CCOCC2)n1	0.0%	9.9	-0.4%	i	0.0%	-0.8	9.3%	18.9%	0.2%
Cc1ccc(CCNC(=O)c2cc(C)nn2-c2ccccc2)cc1	0.0%	-0.4	6.3%	i	?	3.4	4.8%	13.4%	3.4%
CCc1ccccc1NC(=O)C1CCN(C(=O)c2cccs2)CC1	-8.9%	-26.5	3.0%	i	4.0%	-1.9	7.7%	-1.3%	0.6%
CCC(C)NC(=O)CCC(=O)Nc1ccc2nc(N3CCOCC3)cc(C)c2c1 (stereo unspecified)	1.5%	8.9	-1.0%	i	8.6%	0.4	4.1%	6.2%	-7.7%
CCOc1cc(-c2nc3c(c(CC)nn3-c3ccccc3)c3cc(OC)c(OC)cc23)ccc1O	0.0%	.	.	i	0.6%	1.9	.	12.6%	-0.5%
O=C1[C@@H](Oc2ccccc2)[C@@H](c2ccncc2)N1c1ccccc1	0.0%	0.0	-14.1%	-17.8%	?	-10.7	-6.6%	18.7%	-17.6%
CSc1ncc(C(=O)N2CCN(c3cccc(C(F)(F)F)c3)CC2)c(C)n1	4.7%	.	.	-22.9%	21.4%	-4.7	.	?	2.3%
Cc1cc(C)cc(SCc2noc(C(=O)NCCC(C)C)c2C(=O)NCCC(C)C)c1	-0.9%	-20.8	0.4%	i	?	-5.1	-6.6%	13.6%	-15.8%
Cc1cc(C2=NNC(=NC3CC3)SC2)c(C)n1-c1c(C)n(C)n(-c2ccccc2)c1=O	-5.8%	9.7	-1.7%	i	7.6%	3.6	-0.7%	-1.6%	-12.3%
COc1ccccc1-n1c(-c2ccc(C)cc2)cn2c3c(=O)n(C)c(=O)n(C)c3nc12	27.5%	.	.	-3.0%	2.1%	-0.9	.	15.8%	11.2%
COC(=O)c1ccccc1Oc1ccc(NC(=O)CCCl)cc1	-10.1%	-25.1	8.1%	-13.7%	0.5%	-6.3	1.5%	?	16.2%
CCCCc1cc(=O)oc2c(C)c(OCC(=O)NCC3CCC(C(=O)O)CC3)ccc12 (stereo unspecified)	-12.9%	19.6	-0.6%	-8.4%	16.9%	-2.5	7.7%	10.5%	0.3%
O=C(CCCCCn1c(=O)[nH]c2ccccc2c1=O)N1CCN(Cc2ccc3c(c2)OCO3)CC1	-4.7%	16.4	1.5%	i	-28.9%	0.7	7.1%	7.6%	16.8%
COCCNC(=O)c1ccc(C)cc1C	0.1%	-1.1	0.0%	-1.1%	-1.4%[7.66 µM]	-6.8	3.0%	17.2%[9.22 µM]	0.3%[7.66 µM]
CC1(C)C2C/C(=N\O)C(C)(/[N+]([O-])=C/c3cccc([N+](=O)[O-])c3)CC21 (stereo unspecified)	?	-4.0	3.3%	-33.9%[inhibitor]	15.6%	-10.5	7.9%	12.6%	-7.0%
COCCN(C(=O)CNC(=O)c1ccco1)C(C(=O)NC1CCCC1)c1ccccc1 (stereo unspecified)	-13.8%	-2.7	-4.1%	i	4.5%	-0.1	0.2%	2.8%	-0.1%
O=C(/C=C/c1ccc(Cl)c(Cl)c1)Nc1cccnc1	-2.0%	0.9	-3.0%	i	?	-7.4	16.0%	-0.7%	-18.1%
O=C(CCc1ccccc1)Nc1ccc(F)cc1F	10.2%	5.8	-8.0%	i	6.9%	-1.1	-0.8%	-4.8%	-1.0%
N#Cc1ccccc1Cn1c(SCC(=O)Nc2ccc(F)cc2)nc2ccccc21	-8.9%	.	.	i	6.3%	8.3	.	22.4%	-4.3%
Cc1cc(C)c(O)c(C2(O)C(=O)c3ccccc3C2=O)c1	-1.4%	-8.7	-1.3%	i	-29.8%	0.5	-0.2%	-0.9%	-0.1%
CCOc1ccc(OCCC(=O)OCC(=O)Nc2cc(S(=O)(=O)N3CCOCC3)ccc2C)cc1	10.8%	-6.6	1.7%	-17.1%	0.6%	-5.8	5.4%	-0.4%	-23.1%
O=C(Nc1ccc(-c2nnc3n2CCCCC3)cc1)c1ccco1	?	-13.7	-7.2%	i	11.5%	10.5	-1.9%	5.2%	7.0%
COc1ccc(NC(=O)CN2C(=O)C(c3ccccc3)=NC23CCC(C)CC3)cc1Cl (stereo unspecified)	.	.	.	-10.9%	?	-1.7	.	?	-5.3%
O=C(NCc1ccccn1)c1ccccc1-c1ccccc1	2.3%	-16.0	-4.2%	i	-1.6%	1.7	5.8%	-19.6%	3.9%
c1ccc(CCNc2nc(-c3ccncc3)cs2)cc1	?	-3.2	-1.4%	-43.4%	43.0%[activator][7.66 µM]	0.6	2.8%	?	2.6%[7.66 µM]
CCC(=O)N1CCC(C)(C(=O)Nc2cc(OC)c(OC)c(OC)c2)C1 (stereo unspecified)	5.6%	16.4	-8.3%	i	5.0%	-4.7	-6.3%	6.6%	3.3%
Fc1ccc(Nc2nc3ccccc3c3nncn23)c(Cl)c1	14.5%	.	.	20.4%	16.7%	4.8	.	?	5.7%
CC(C)(C)C(=O)CSc1ncccn1	10.8%	-1.4	-15.1%	i	16.8%	22.4	5.5%	-13.9%[1.82 µM]	-2.3%
CCCn1c2ccccc2c2cnn(CC(=O)NCCc3ccccc3)c(=O)c21	.	.	.	-63.4%[inhibitor]	-4.4%	-5.6	.	20.5%	8.4%
CCNC(=O)c1ccc2c(c1)C1C3CCC(C3)C1C(c1ccccc1)N2 (stereo unspecified)	?	-11.0	0.8%	-23.4%	?	-5.8	-3.3%	?	-6.4%
Cc1ccc2[nH]cc(C(=O)CCl)c2c1	?	19.9	-30.3%[inhibitor]	-21.7%	?	-0.4	-5.5%	?	?
CC(=O)N1CCN(c2ccccc2NC(=O)Cc2ccc(Cl)cc2)CC1	?	10.1	4.0%	i	-10.8%	7.5	8.5%	-32.9%[inhibitor][9.22 µM]	-0.9%
O=C(Nc1ccc(Cl)c(Cl)c1)Nc1nc(-c2ccccc2)cs1	6.51µM*	28.4	-2.3%	-38.7%[inhibitor]	?	13.6	-25.3%	26.6%	-27.0%
COc1cc(NC(=O)c2cccs2)cc(OC)c1	-4.0%	-8.9	-9.3%	-5.8%[57.5 µM]	2.8%	-4.5	9.0%	-29.6%	2.1%
Cc1ccc(NC(=O)c2ccccc2N2C(=O)C3C4C=CC(C5CC45)C3C2=O)cc1C (stereo unspecified)	.	-19.6	-7.2%	i	?	-19.7	-5.0%	5.1%	-1.9%
Cc1ccc2c(c1)CCCN2C(=O)c1ccncc1	-4.3%	-10.0	-1.0%	i	1.5%	-16.3	13.8%	-11.7%	0.2%
CC1CN(C(=O)CCC(=O)NCc2cccnc2)c2ccccc2O1 (stereo unspecified)	?	-17.6	-2.7%	-7.1%	9.6%	-5.9	-5.9%	-11.8%	-2.4%
Cc1ccc2[nH]c(=O)c(CN(Cc3nnnn3C3CCCC3)C3CCCCC3)cc2c1	-20.6%	-10.2	1.8%	-16.5%	0.0%	-8.6	-1.2%	-19.4%	26.0%
O=[N+]([O-])c1ccc(S(=O)(=O)Nc2ncccn2)cc1	-0.7%	-9.9	-2.2%	19.6%	6.7%	-2.7	-3.4%	4.1%	6.0%
Cc1cc(C(=O)N2CCC(C(=O)O)CC2)c(C)o1	22.1%	21.0	12.8%	i	-0.6%	7.0	-2.8%	8.2%	-7.3%
O=C(CSc1nc2c(cnn2-c2ccc(F)cc2)c(=O)[nH]1)N1CCCc2ccccc21	-15.8%	89.8	7.6%	i	2.8%	6.4	23.7%	2.9%	4.5%
O=C(Nc1ccc2nc(C3CC3)n(Cc3ccc(F)cc3)c(=O)c2c1)c1ccco1	?	13.8	10.9%	-28.7%	?	2.7	-10.4%	15.5%	-31.5%
N#Cc1ccccc1OCC(=O)NNC(=O)CCNC(=O)c1ccccc1	?	17.9	-1.9%	i	36.3%	-1.0	2.2%	-4.6%	8.5%
O=C(NC(c1ccc(F)cc1)c1ccc2ccccc2n1)C1CCN(Cc2ccc(Oc3ccccc3)cc2)CC1 (stereo unspecified)	-19.8%	-89.2*	-43.3%[inhibitor]	?	?	-24.6	-1.3%	17.9%	-27.8%
CN(CC(=O)Nc1ccc(F)cc1)C(=O)Cn1c(=O)oc2ccccc21	23.2%	-1.9	0.0%	-23.8%	-10.7%	-7.4	4.2%	6.0%	-36.2%
Cn1c(SCc2ccccc2)nccc1=O	-12.9%	0.5	-5.1%	-17.3%	13.8%	2.7	8.5%	21.3%	-10.3%
O=C(NNc1nc2c(F)cc(F)cc2s1)c1ccccc1	?	1.1	-8.9%	-0.7%	-2.9%	-2.5	1.7%	5.7%	-0.9%

# Given with two lines to a compound: 3 of the compounds above.
# Fields: KB-V1 cytotox, DRD3 antagonist, aSyn yeast inh, PTHR1 ag, GLP1R inv ag, DRD3 agonist, GLP-1R agonist, TDP43 rescue, GLP1R cytotox
> CC1CN(C(=O)CCC(=O)NCc2cccnc2)c2ccccc2O1 (stereo unspecified)
    ?, -17.6, -2.7%, -7.1%, 9.6%, -5.9, -5.9%, -11.8%, -2.4%
> Cc1ccc2[nH]c(=O)c(CN(Cc3nnnn3C3CCCC3)C3CCCCC3)cc2c1
    -20.6%, -10.2, 1.8%, -16.5%, 0.0%, -8.6, -1.2%, -19.4%, 26.0%
> O=[N+]([O-])c1ccc(S(=O)(=O)Nc2ncccn2)cc1
    -0.7%, -9.9, -2.2%, 19.6%, 6.7%, -2.7, -3.4%, 4.1%, 6.0%

# The list is partial. The share of hits here may be higher or lower than overall.
